Source: PubChem
MRP resist rev = reverses drug resistance mediated by MRP; H69AR cells + 2 uM doxorubicin, CellTiter-Glo, 72 h; 85,000 tested, 0.04% active; differential viability (reversal), % at 10 µM;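 active = viability drop by adding the cancer drug above about 55%, with treated viability meeting a 40% cutoff, limit read from the data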;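 note: viability without doxorubicin minus viability with 2 µM doxorubicin for each compound; larger differential means the compound sensitizes cells more to doxorubicin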
PLAP inhibition = PLAP enzyme inhibitors, biochemical, luminescence, HTS (AID 690); purified PLAP, luminescent substrate; higher % means a stronger effect; inhibition, % at 20 µM; hits with a dose series show IC50 in µM; 96,000 tested, 0.08% active; in the data active = a potency from the dose series; inactive = the rest, 99 in 100 with inhibition below about 30%; note: strong numbers were not always called active
IL1B NFkB pot = enhances IL-1B driven NFkB nuclear translocation; HUVEC IL-1B NFkB p65 nuclear translocation imaging; AID 819; activation, % at 2 µM; 94,000 tested, 0.3% active;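 active = activation above 40%, about the mean plus 3 SD, also judged a hit on visual image review; inconclusive = activation above 40% but not a hit on visual review; inactive = activation not above 40% and no visual hit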;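 note: percent activation is computed from the nuclear over cytoplasmic p65 intensity ratio; values of inactives mirror those of a sister screen read the other way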
IL1B NFkB inh = blocks IL-1B driven NFkB nuclear translocation in HUVEC cells; HUVEC IL-1B NFkB p65 nuclear translocation imaging; inhibition, % at 2 µM; 94,000 tested, 0.43% active; AID 796;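 active = inhibition above about 30% together with a positive call from visual inspection of the well image, limit read from the data; inconclusive = inhibition above a set limit but visual check negative; inactive = inhibition not above a set limit, visual check negative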;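 note: nuclear over cytoplasmic p65 intensity ratio measured by imaging; 0% = IL-1B stimulated DMSO wells and 100% = unstimulated DMSO wells; values of inactives mirror those of a sister screen read the other way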
Bcl-B TR3 displacers = displacers of TR3 peptide from Bcl-B, primary screen, selectivity assay for Bfl-1 inhibitor project, biochemical, fluorescence polarization. FP displacement of FITC-TR3 peptide from Bcl-B; higher % means a stronger effect. one-dose displacement, % at 20 µM; IC50 in µM for titrated hits. 96,000 tested, 0.11% active. AID 748;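 active = displacement above 50% at 20 µM plus a fluorescence interference ratio under 1.5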;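 note: plate controls were wells without compound for no effect and wells lacking Bcl-B protein for full effect; a part of the inactive calls stands beside numbers as strong as those of hits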
MRP resist rev cytotoxicity = recorded beside MRP resist rev, whose call it bears; viability, %; H69AR cells, CellTiter-Glo, 72 h; measured here: cytotoxicity without doxorubicin
MRP resist rev with doxorubicin = second read-out of MRP resist rev, no call of its own (marks repeat the call); viability, %; measured here: viability with 2 uM doxorubicin; hits give low values
IL1B NFkB inh cell count 2 µM = further read-out of IL1B NFkB inh, marked with its call; cell count; measured here: cells passing quality filter;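 raw number of nuclei counted in each imaged well without normalization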
IL1B NFkB pot cell count 2 µM = also measured in IL1B NFkB pot; calls as there; cell count; measured here: cells passing quality filter
* = called active by the depositor; ? = inconclusive; nt = no result given. Some of the compounds tested; the hit share may differ from the screen's.

no.	mol	MRP resist rev	MRP resist rev cytotoxicity	MRP resist rev with doxorubicin	PLAP inhibition	IL1B NFkB pot	IL1B NFkB pot cell count 2 µM	IL1B NFkB inh	IL1B NFkB inh cell count 2 µM	Bcl-B TR3 displacers
1	COc1ccc(C(c2sc3nc(C)nn3c2O)N2CCC3(CC2)OCCO3)cc1 (configuration not stated)	3	95	91	-54%	16	103	-16	103	-8%
2	CC1CCCC(C)N1C(=O)COC(=O)c1ccc[nH]c1=O (configuration not stated)	-3	95	98	-14%	8	117	-8	117	-8%
3	COc1cccc(CNC(=O)c2ccc(NC(=O)C3CCCO3)cc2)c1 (configuration not stated)	8	91	83	13%	nt	nt	nt	nt	-5%
4	N#Cc1c(C#N)c(-c2ccccc2)n(-c2ccccc2)c1N	13	87	74	14%	0	175	0	175	-4%
5	Cc1noc(NS(=O)(=O)c2ccc(NC(=O)CSc3nc4ccccc4s3)cc2)c1C	3	80	77	-10%	32	20	-32	20	6%
6	O=c1[nH]c2c(s1)C=Nc1ccccc1N2	-12	89	101	6%	nt	nt	nt	nt	132%
7	O=C(NCCOc1cccc(Oc2ccccc2)c1)c1cc(-n2cnnc2)ccc1Cl	nt	nt	nt	-51%	-4	117	4	117	0%
8	CCOC(=O)Cn1c(=O)oc2cc(S(=O)(=O)NCCc3ccc(C)cc3)ccc21	-3	86	89	19%	5	83	-5	83	-1%
9	CCc1nnc(NC(=O)c2ccc(S(=O)(=O)N(CC)CC)cc2)s1	6	100	93	nt	11	172	-11	172	nt
10	Cc1ccc(C(=O)/C=C/Nc2ccccn2)cc1	-4	92	96	nt	-10	133	10	133	nt
11	O=C(COc1cccc2cccnc12)N1CCc2ccccc2C1	-16	73	90	-14%	-4	120	4	120	5%
12	CCOC(CNC(=O)CCc1c(C)nc2ncnn2c1C)OCC	10	104	94	-25%	-10	139	10	139	8%
13	COC(=O)CSc1nc2nc(C)cc(C)n2n1	2	100	98	6%	22	50	-22	50	1%
14	CCOC(=O)Cc1csc(NC(=O)c2sc3nc4ccc(C)cc4cc3c2N)n1	nt	nt	nt	-6%	-1	125	1	125	-62%
15	CC(C)NC(=O)CC1OC(=O)c2ccccc21 (configuration not stated)	-2	88	90	6%	17	194	-17	194	6%
16	c1ccc2c(c1)nnn2-c1ncnc2sc3c(c12)CCCC3	30	103	73	-1%	1	150	-1	150	-4%
17	CCC(C)NC(=O)Cn1c(=O)n(CCCCC(=O)NCc2ccco2)c(=O)c2ccccc21 (configuration not stated)	1	86	85	-15%	-14	54	14	54	10%
18	O=C(Nc1cccc2ccccc12)N1CCc2ccccc2C1	0	87	87	nt	-8	109	8	109	nt
19	N#Cc1c(N)c(C#N)c(-c2ccc3c(c2)OCO3)c2c1CCCC2	12	97	85	0%	nt	nt	nt	nt	1%
20	Cc1cccc(-c2csc(NC(=O)c3cnccn3)c2C(=O)OC(C)C)c1	nt	nt	nt	-34%	21	206	-22	206	-122%
21	Cc1ccccc1N=C1NC(=O)CC(c2ccccc2)S1 (configuration not stated)	nt	nt	nt	-48%	18	170	-18	170	0%
22	CCOc1cc(Br)ccc1S(=O)(=O)N1CC(C)OC(C)C1 (configuration not stated)	15	111	96	-11%	12	102	-12	102	8%
23	O=C(NCc1cccnc1)c1ccc(CS(=O)(=O)c2ccc(Cl)cc2)o1	-3	101	104	-17%	7	179	-7	179	3%
24	COc1cc(CN(C)Cc2ccccc2)cc(OC)c1O	nt	nt	nt	-55%	2	202	-2	202	1%

Ordered by the number under IL1B NFkB pot cell count 2 µM (descending): 3 of the compounds above.
# | Structure | PLAP inhibition | IL1B NFkB pot | IL1B NFkB pot cell count 2 µM | Bcl-B TR3 displacers
21 | Cc1ccccc1N=C1NC(=O)CC(c2ccccc2)S1 (configuration not stated) | -48% | 18 | 170 | 0%
14 | CCOC(=O)Cc1csc(NC(=O)c2sc3nc4ccc(C)cc4cc3c2N)n1 | -6% | -1 | 125 | -62%
22 | CCOc1cc(Br)ccc1S(=O)(=O)N1CC(C)OC(C)C1 (configuration not stated) | -11% | 12 | 102 | 8%

(next part)
no.	mol	MRP resist rev	MRP resist rev cytotoxicity	MRP resist rev with doxorubicin	PLAP inhibition	IL1B NFkB pot	IL1B NFkB pot cell count 2 µM	IL1B NFkB inh	IL1B NFkB inh cell count 2 µM	Bcl-B TR3 displacers
25	CC(C)CC(=O)NN(C)c1nc(-c2ccccc2)nnc1C(F)(F)F	15	103	89	8%	-3	130	3	130	6%
26	CCOC(=O)C(=CNc1cc(C)nn1-c1ccc(C)cc1)C(=O)OCC	-1	60	61	-55%	12	162	-12	162	5%
27	CCN(CC)CCCN1C(=O)C(O)=C(C(C)=O)C1c1cccc(OC)c1 (configuration not stated)	-8	91	99	-10%	6	181	-6	181	-1%
28	COc1ccc(N2CCN(CCNC(=O)CCNS(=O)(=O)c3cccs3)CC2)cc1	11	98	88	-15%	nt	nt	nt	nt	-7%
29	CC(C)(C)c1cc(C(=O)NCc2ccccc2)ccn1	6	94	88	nt	28	115	-28	115	1%
30	CCc1ccc(-c2nc(CN3CCCC(C(=O)O)C3)c(C)o2)cc1 (configuration not stated)	4	107	103	-29%	18	59	-18	59	1%
31	Cc1ccc(Cl)cc1NC(=O)COC(=O)C1CCCCC1	nt	nt	nt	21%	-5	151	6	151	-8%
32	COc1ccc(-c2nn(C)c3sc(C(=O)N4CCOCC4)cc23)cc1OC	-4	76	80	0%	nt	nt	nt	nt	-7%
33	C=CCn1c(SCC(N)=O)nc(C)cc1=O	-7	93	100	-2%	6	130	-6	130	-12%
34	CC(C)COc1ccc(Cc2cnc(N)nc2N)cc1	14	84	70	14%	1	153	-1	153	-4%
35	Cc1nc(Oc2cccc(Cl)c2)c2oc3ccccc3c2n1	4	82	78	17%	2	142	-2	142	-4%
36	Cc1ccc(C(=O)C(C)OC(=O)c2cc3cc([N+](=O)[O-])ccc3oc2=O)cc1 (configuration not stated)	nt	nt	nt	-19%	-10	109	10	109	-1%

A second format for part of the listing above.
21) Cc1ccccc1N=C1NC(=O)CC(c2ccccc2)S1 (configuration not stated)
22) CCOc1cc(Br)ccc1S(=O)(=O)N1CC(C)OC(C)C1 (configuration not stated)
23) O=C(NCc1cccnc1)c1ccc(CS(=O)(=O)c2ccc(Cl)cc2)o1
24) COc1cc(CN(C)Cc2ccccc2)cc(OC)c1O
25) CC(C)CC(=O)NN(C)c1nc(-c2ccccc2)nnc1C(F)(F)F
26) CCOC(=O)C(=CNc1cc(C)nn1-c1ccc(C)cc1)C(=O)OCC
27) CCN(CC)CCCN1C(=O)C(O)=C(C(C)=O)C1c1cccc(OC)c1 (configuration not stated)
28) COc1ccc(N2CCN(CCNC(=O)CCNS(=O)(=O)c3cccs3)CC2)cc1
29) CC(C)(C)c1cc(C(=O)NCc2ccccc2)ccn1
30) CCc1ccc(-c2nc(CN3CCCC(C(=O)O)C3)c(C)o2)cc1 (configuration not stated)
31) Cc1ccc(Cl)cc1NC(=O)COC(=O)C1CCCCC1
32) COc1ccc(-c2nn(C)c3sc(C(=O)N4CCOCC4)cc23)cc1OC

entry no.	21	22	23	24	25	26	27	28	29	30	31	32
MRP resist rev	nt	15	-3	nt	15	-1	-8	11	6	4	nt	-4
MRP resist rev cytotoxicity	nt	111	101	nt	103	60	91	98	94	107	nt	76
MRP resist rev with doxorubicin	nt	96	104	nt	89	61	99	88	88	103	nt	80
PLAP inhibition	-48%	-11%	-17%	-55%	8%	-55%	-10%	-15%	nt	-29%	21%	0%
IL1B NFkB pot	18	12	7	2	-3	12	6	nt	28	18	-5	nt
IL1B NFkB pot cell count 2 µM	170	102	179	202	130	162	181	nt	115	59	151	nt
IL1B NFkB inh	-18	-12	-7	-2	3	-12	-6	nt	-28	-18	6	nt
IL1B NFkB inh cell count 2 µM	170	102	179	202	130	162	181	nt	115	59	151	nt
Bcl-B TR3 displacers	0%	8%	3%	1%	6%	5%	-1%	-7%	1%	1%	-8%	-7%

33) C=CCn1c(SCC(N)=O)nc(C)cc1=O
34) CC(C)COc1ccc(Cc2cnc(N)nc2N)cc1
35) Cc1nc(Oc2cccc(Cl)c2)c2oc3ccccc3c2n1
36) Cc1ccc(C(=O)C(C)OC(=O)c2cc3cc([N+](=O)[O-])ccc3oc2=O)cc1 (configuration not stated)

entry no.	33	34	35	36
MRP resist rev	-7	14	4	nt
MRP resist rev cytotoxicity	93	84	82	nt
MRP resist rev with doxorubicin	100	70	78	nt
PLAP inhibition	-2%	14%	17%	-19%
IL1B NFkB pot	6	1	2	-10
IL1B NFkB pot cell count 2 µM	130	153	142	109
IL1B NFkB inh	-6	-1	-2	10
IL1B NFkB inh cell count 2 µM	130	153	142	109
Bcl-B TR3 displacers	-12%	-4%	-4%	-1%

The listing continues:
no.	mol	MRP resist rev	MRP resist rev cytotoxicity	MRP resist rev with doxorubicin	PLAP inhibition	IL1B NFkB pot	IL1B NFkB pot cell count 2 µM	IL1B NFkB inh	IL1B NFkB inh cell count 2 µM	Bcl-B TR3 displacers
37	O=c1c2c3c(sc2nc2n1CCCCC2)CCCC3	26	94	69	1%	nt	nt	nt	nt	2%
38	Cc1ccc(/C=C/c2nc3ccccc3s2)s1	nt	nt	nt	40%	3	176	-3	176	-178%
39	Cc1ccc(S(=O)(=O)NCC(C)NS(C)(=O)=O)cc1 (configuration not stated)	0	95	95	-11%	25	185	-25	185	-4%
40	COc1ccccc1-c1cc(-c2cc(Cl)ccc2O)n[nH]1	-2	82	83	-10%	4	110	-4	110	-15%
41	CCCCc1[nH]c(=O)c(C#N)c2c1CCCC2	17	89	72	5%	-2	165	2	165	-2%
42	CC(C)(C)NC(=O)NC(=O)COC(=O)C1CC(=O)N(Cc2ccccc2)C1 (configuration not stated)	14	106	92	-4%	nt	nt	nt	nt	-6%
43	CC1(C)CC(=O)c2cc(C(=O)N3CCCCC3)c(=O)n(-c3ccc(Cl)cc3)c2C1	-11	73	84	nt	-5	144	5	144	nt
44	Cc1noc(C)c1C(=O)Nc1ccccn1	6	104	98	-11%	-4	119	4	119	9%
45	COc1cc(C2NC(C(=O)O)CS2)ccc1OCc1ccccc1C#N (configuration not stated)	5	94	89	-109%	nt	nt	nt	nt	3%
46	CCOC(=O)c1sc(C)c(C(N)=O)c1NC1=NCCCCC1	-8	69	77	-6%	-5	195	5	195	1%
47	CCC(=O)Nc1cccc(NC(=O)COc2ccc(OC)cc2)c1	6	85	78	24%	17	156	-17	156	-7%
48	CN(C)CCCN1C(=O)C(=O)/C(=C(/O)c2ccccc2)C1c1ccccn1 (configuration not stated)	3	90	87	8%	nt	nt	nt	nt	-9%
49	O=C(COC(=O)CCCSc1nc2ccccc2[nH]1)NC(=O)NC1CCCC1	-2	97	99	4%	-4	176	4	176	1%
50	CCCN(CC1CC1)S(=O)(=O)c1ccc(S(N)(=O)=O)cc1	nt	nt	nt	-16%	-2	76	2	76	3%
51	O=c1c2ccccc2nnn1CSc1ncnc2ccccc12	nt	nt	nt	6%	17	191	-17	191	-5%
52	O=C1NC(=O)C2C3c4ccccc4C(c4ccccc43)C12 (configuration not stated)	10	98	87	-4%	6	106	-6	106	4%
53	CCCCCc1c(O)nc(SCC(=O)O)[nH]c1=O	2	102	100	nt	14	150	-14	150	nt
54	CCCSc1ncc(Cl)c(C(=O)Nc2ccc(S(=O)(=O)N3CC(C)OC(C)C3)cc2)n1 (configuration not stated)	-10	69	79	-80%	-2	187	2	187	-43%
55	COc1ccc(NC(=O)CN2CCN(c3ccc(Cl)cc3)CC2)c(OC)c1	-4	94	98	-18%	?	nt	-91	172	2%
56	NC(=S)NNc1cc(Cl)cc(Cl)c1	10	102	92	20%	0	186	0	186	-6%
57	CCOCCOc1nc2c(c(=O)n(C)c(=O)n2C)n1Cc1ccc(C)cc1	8	92	83	nt	9	67	-9	67	nt
58	CCc1nc(SCC(=O)Nc2cc(C)on2)c2c(=O)n(C)c(=O)n(C)c2n1	8	87	79	4%	13	74	-13	74	-3%
59	Cn1c(C(=O)N(Cc2ccccc2)Cc2cccs2)cc2sccc21	1	81	79	-1%	-4	194	4	194	-11%
60	COc1ccc(NC(=O)Nc2nnc(C(C)C)s2)cc1	-7	94	101	-4%	-2	169	2	169	2%
